# Dynein cargo inh = inhibitors of GR-EGFP nuclear translocation, primary screen, dynein cargo transport inhibitor project, imaging, high-content, 3617.4 mouse cells | test concentration mostly 20 µM; stimulated with dexamethasone, 1 µM; active compounds read low | 0.47% of 220,000 active | AID 1381, 2008 | z-score, hits read low;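 active = plate z-score of nuclear minus cytoplasmic receptor signal below a set negative limit, without overly bright fluorescence or cell loss, cut at about -3.5 in these data, passing the limit was not always enough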;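 also: z-score of nuclear minus cytoplasmic ring GR-EGFP intensity difference per well; some compounds called inactive have numbers as strong as hits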
#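 Buffer or medium: tet-free, stripped-serum medium; Also added: dexamethasone, 1.0 µM final; Technique: high-content fluorescence imaging after fixation; Times: 48 h induction, 1 h compound, 30 min dex at 37 °C; Read-out: per-cell GR-EGFP intensity, nucleus versus surrounding cytoplasmic ring, well-averaged.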
# Ins promoter up = insulin promoter activators in MIN6 cells, imaging, high-content screening, mouse beta cells; MIN6 insulin promoter-GFP reporter; active compounds read high; z-score at 5 µM; 0.3% of 190,000 active; AID 1625, 2009;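 active = z-score above 3 at 5 µM with at least 500 cells counted in the well; inconclusive = wells under 500 cells, flagged as cytotoxic or low count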
# PMI inhibitors = inhibitors of human PMI, primary screen, biochemical, fluorescence intensity, coupled assay (AID 1209). Mannose-6-phosphate isomerase (Homo sapiens). purified PMI enzyme, coupled fluorescence intensity; higher % means a stronger effect. inhibition, % at 20 µM, or IC50 in µM where a hit was titrated. 0.42% of 190,000 active; in the data active = inhibition above about 50%;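 also: plate controls were DMSO vehicle for no effect and wells lacking substrate for full effect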
# Hep lipid drop = inhibitors of hepatocyte lipid droplet formation, primary screen, imaging, high-throughput imaging, BODIPY stain; 0.4% of 240,000 active; inhibition, % at 6.5 µM; AML12 mouse hepatocytes, oleate lipid droplets; AID 1656, 2009;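 active = lipid droplet intensity inhibited by at least 50%, with more than 500 cells counted; inconclusive = wells with under 300 cells, treated as cytotoxic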
#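 Test system: AML12 hepatocytes (mouse); reagent: oleate loading, 100 µM; dosing: one dose, 6.5 µM compound; incubation: overnight exposure; signal: fluorescence imaging, 20x objective, two fields per well; read-out basis: % inhibition of corrected integrated BODIPY droplet signal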
# MT stabilizer = microtubule stabilizers in HeLa cells, primary screen, imaging, high-content imaging. HeLa tubulin immunostaining HCS, 24 h; share of cells brighter than vehicle mean+2SD. % tubulin-high responders, % at 10 µM. 0.83% of 200,000 active;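 active = plate Z-score above 3 for both tubulin-high and condensed-nucleus cell shares, with cell loss under 80%, at 10 µM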;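 also: anti alpha tubulin signal scored within the nucleus-defined area of each cell; some results filed as inactive read as strong as hits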
# T cell HTS = modulators of CD8 T cell-vesicle binding, primary screen, mouse 2C CD8+ T cells, flow cytometry; calls only at 7 µM; AID 2052, 2009; 0.068% of 330,000 active; 2C CD8+ T cell-vesicle binding; active compounds read low;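 active = response, share of CD8 T cells binding vesicles, and their 90th percentile fluorescence all below set limits, cut at about 80% in these data, passing the limit was not always enough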
#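 Assay system: 2C TCR transgenic mouse naive CD8+ T cells, MACS-purified | Read-out: CD8+ gate FL2 mean fluorescence as % of same-row positive control | Signal: High-throughput flow cytometry with anti-B7-1 and anti-CD8 staining | Timing: Binding step 1.5 h, 37 °C, antibody labelling 20 min, ice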
# Myeloid diff 2 = induction of myeloid progenitor differentiation, primary screen, cell-based, flow cytometry, MLPCN library; ER-HoxA9 myeloid progenitors, lysozyme-GFP differentiation; calls only at 10 µM; 1% of 360,000 active; AID 624256, 2012;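 active = normalized GFP-positive differentiation at or above the plate's own cutoff, the solvent-only control mean plus 3 SD; inconclusive = no clear call, values can overlap the other calls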;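 also: cells exposed to compound for four days before flow analysis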
# bCat nuc transl = modulators of beta-catenin nuclear translocation, primary screen, imaging, HeLa cells, immunofluorescence, high-content | nuclear translocation activity, % at 5 µM | 0.3% of 190,000 active | AID 1665, 2009;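 active = nuclear translocation activity above 50% at 5 µM, with a well cell count of 50 or more; inconclusive = wells under 50 cells across six images, flagged as toxic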;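 also: per-cell ratio of nuclear to cytoplasmic median beta-catenin stain intensity; plate controls were DMSO negative control for no effect and GSK-3 inhibitor IX positive control for full effect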
#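 test system = HeLa cells, endogenous beta-catenin | dosing = single 5 µM dose plus 0.02–20 µM confirmation series | times = compound treatment 24 h, 37°C, 5% CO2 | technique = beta-catenin immunofluorescence imaging with DAPI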
# TNAP activators = human TNAP enzyme activators, primary screen, biochemical, luminescent, no phosphate acceptor, uHTS (AID 1001); purified TNAP, luminescent activation assay, no phosphate acceptor; higher activation fold means a stronger effect; 0.03% of 200,000 active; Alkaline phosphatase, tissue-nonspecific isozyme (Homo sapiens); activation fold at 20 µM; hits with a dose series show EC50 in µM; in the data active = activation fold from about 3, or a potency from the dose series; inactive = the rest, 99 in 100 with activation fold below about 1.6; also: many of its hits are not listed in these tables
# Dynein cargo inh cytoplasmic EGFP = also measured in Dynein cargo inh; calls as there; z-score; measured here: cytoplasmic GR-EGFP intensity; active compounds read high
# Dynein cargo inh nuclear GR-EGFP = also measured in Dynein cargo inh; calls as there; z-score; measured here: nuclear GR-EGFP intensity;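 lower value marks the stronger effect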
# Dynein cargo inh cell count = second read-out of Dynein cargo inh, no call of its own (marks repeat the call); z-score; measured here: cell count per field
# Ins promoter up cell count = recorded beside Ins promoter up, whose call it bears; cell count; measured here: cytotoxicity, nuclei count;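 total cells summed across four imaged fields per well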
# Hep lipid drop cells 6.5 µM = second read-out of Hep lipid drop, no call of its own (marks repeat the call); cell count; measured here: cell count, cytotoxicity flag;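 cells counted across two imaged fields per well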
# bCat nuc transl cell count 5 µM = recorded beside bCat nuc transl, whose call it bears; cell count; measured here: cell count, cytotoxicity flag
# T cell HTS vesicle-bound % = second read-out of T cell HTS, no call of its own (marks repeat the call); double positive events, %; measured here: CD8+ vesicle-bound cell fraction;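 binding gate set so that unloaded-vesicle control wells show 10% double positive cells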
# MT stabilizer Hoechst-high % = recorded beside MT stabilizer, whose call it bears; % Hoechst-high responders; measured here: nuclear condensation Hoechst responders;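 share of cells brighter than vehicle mean plus two SD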
# MT stabilizer cytotoxicity % = also measured in MT stabilizer; calls as there; toxicity, %; measured here: cytotoxicity by cell density;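 0% = mean cell density of plate MIN control wells and 100% = no cells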
# Myeloid diff 2 GFP+ MAC1+ % = also measured in Myeloid diff 2; calls as there; GFP+ MAC1+ double positive, %; measured here: differentiation confirmed by MAC1 staining
# * marks the source's active call; other numbers are inactive results; i = inactive; ? = inconclusive; / = no result given.
SMILES,Dynein cargo inh,Dynein cargo inh cytoplasmic EGFP,Dynein cargo inh nuclear GR-EGFP,Dynein cargo inh cell count,Ins promoter up,Ins promoter up cell count,PMI inhibitors,Hep lipid drop,Hep lipid drop cells 6.5 µM,MT stabilizer,MT stabilizer Hoechst-high %,MT stabilizer cytotoxicity %,T cell HTS,T cell HTS vesicle-bound %,Myeloid diff 2,Myeloid diff 2 GFP+ MAC1+ %,bCat nuc transl,bCat nuc transl cell count 5 µM,TNAP activators
O=C(NCCCN1CCN(CCCNC(=O)c2cc([N+](=O)[O-])ccc2Cl)CC1)c1cc([N+](=O)[O-])ccc1Cl,0.152,-0.207,0.328,-0.892,0.01,1327,-10.3%,5.9,683,3.6,1.8,0.6,i,19.1,i,0.6,-2.8,523,1.1
COc1ccc(-n2c(C)cc(/C=N/Nc3nnc(C)n3N)c2C)cc1,0.702,-0.233,0.594,-0.541,0.09,1389,2.2%,2.0,616,4.1,0.9,5.9,i,29.1,i,0.6,-1.6,1101,1.6
CC(C(=O)Nc1ccccc1-c1ccccc1)N(C)Cc1nc2ccccc2c(=O)[nH]1 (stereo not drawn),-0.218,-0.279,-0.174,0.416,-0.08,1204,-4.9%,34.8,718,23.7*,49.4*,40.4*,i,48.1,i,0.4,0.1,1101,2.5
Cc1ccc(F)c(NC(=O)CCc2ccccc2)c1,-0.916,-0.282,-0.25,0.77,/,/,-7.9%,-1.0,794,2.3,3.0,7.5,i,37.1,i,0.7,/,/,1.1
CCOC(=O)N1CCN(Cc2cc(Cl)c3cccnc3c2O)CC1,-0.75,-0.268,-0.0594,1.03,-0.59,1116,54.9%*,-27.9,707,4.7,2.2,0.1,i,24.5,/,/,-2.6,1034,1.1
C#CCOCCOCCOCCNc1nc(N2CCN(C(=O)[C@H](CCCCN)n3cc([C@@H](N)C(C)CC)nn3)CC2)nc(N2CCN(C(=O)[C@H](CCCCN)n3cc([C@@H](N)CC(C)C)nn3)CC2)n1 (stereo partly drawn),-0.0464,-0.258,0.253,0.22,-0.76,1565,-22.0%,-10.0,739,1.8,1.4,1.4,i,14.7,i,1.5,-0.6,1161,1.2
CCCCCCOc1cccc(N)c1,-0.848,-0.249,-0.132,-0.361,0.41,1414,-15.8%,/,/,3.3,1.4,6.8,i,7.4,i,2.3,-10.6,970,1
CCN(CC)C(=N)/C(C#N)=N/Nc1ccc(C)cc1,-0.23,-0.192,-0.502,0.685,-0.05,1036,/,-15.1,684,/,/,/,i,32.5,i,0.4,0.7,1279,/
Nc1ncnc(Nc2c(F)cccc2F)n1,-0.464,-0.255,-0.259,0.317,0.14,1314,/,14.0,704,/,/,/,i,24.1,i,0.8,1.1,1111,/
C=CCn1nc([N+](=O)[O-])nc1Sc1cccc2cccnc12,-1.16,-0.146,-0.838,0.791,-0.81,1270,3.1%,-9.5,563,5.0,3.1,3.3,i,29.4,i,0.4,1.9,527,1
O=C(COc1ccccc1)NCC(=O)N/N=C/C=C/c1ccccc1,-0.518,-0.284,-0.314,0.377,0.16,1590,10.6%,-17.5,567,2.5,2.0,3.5,i,46.3,i,0.4,-2.8,1154,1
N#Cc1nc(COc2ccc(F)cc2)oc1NCCCn1ccnc1,-0.146,-0.185,0.315,0.169,0.73,1119,0.9%,-7.4,755,1.9,2.6,9.8,i,23.2,i,0.9,-3.7,1251,1
O=C(N1CCCCC1)N1CCN(C(c2ccccc2)c2ccccc2)CC1,-0.35,0.105,-0.22,0.225,/,/,-2.9%,8.7,761,1.7,2.0,11.4,i,54.5,i,0.6,-13.4,1196,1.1
CC[C@H]1CN2CCc3cc(OC)c(OC)cc3[C@@H]2C[C@@H]1C[C@H]1NCCc2cc(OC)c(OC)cc21,-0.0995,-0.296,0.133,0.467,/,/,-4.9%,-16.3,378,55.7*,20.9*,75.2*,i,16.5,?,/,1.3,69,1.1
CCC(Sc1n[nH]c(=O)[nH]c1=O)C(=O)OCc1ccccc1 (stereo not drawn),0.0364,0.356,-0.0199,0.0422,/,/,8.3%,-16.7,754,1.9,1.5,10.7,i,6.1,i,1.0,-11.0,1062,1

# Reprinted from the part before: 2 compounds, then new ones.
SMILES,Dynein cargo inh,Dynein cargo inh cytoplasmic EGFP,Dynein cargo inh nuclear GR-EGFP,Dynein cargo inh cell count,Ins promoter up,Ins promoter up cell count,PMI inhibitors,Hep lipid drop,Hep lipid drop cells 6.5 µM,MT stabilizer,MT stabilizer Hoechst-high %,MT stabilizer cytotoxicity %,T cell HTS,T cell HTS vesicle-bound %,Myeloid diff 2,Myeloid diff 2 GFP+ MAC1+ %,bCat nuc transl,bCat nuc transl cell count 5 µM,TNAP activators
CC[C@H]1CN2CCc3cc(OC)c(OC)cc3[C@@H]2C[C@@H]1C[C@H]1NCCc2cc(OC)c(OC)cc21,-0.0995,-0.296,0.133,0.467,/,/,-4.9%,-16.3,378,55.7*,20.9*,75.2*,i,16.5,?,/,1.3,69,1.1
CCC(Sc1n[nH]c(=O)[nH]c1=O)C(=O)OCc1ccccc1 (stereo not drawn),0.0364,0.356,-0.0199,0.0422,/,/,8.3%,-16.7,754,1.9,1.5,10.7,i,6.1,i,1.0,-11.0,1062,1
CCc1nnc(NS(=O)(=O)c2ccc(NC(=S)NC(=O)/C=C/c3ccc(OC)cc3)cc2)s1,0.092,0.137,0.0351,-1.77,1.06,1432,25.4%,5.6,650,2.9,3.2,4.1,i,13.6,i,0.4,0.0,969,1
O=C(CCc1nnc(C2CCCCC2)o1)N1CCCCC1CCn1cccn1 (stereo not drawn),0.789,-0.181,0.25,-0.467,-0.1,1121,/,-16.7,523,1.6,1.7,5.2,i,53.7,i,1.0,-1.0,1594,1.1
O=C(c1c(O)c2ccccc2oc1=O)C1CCCCC1,-0.246,-0.234,-0.168,0.0921,/,/,10.6%,11.8,835,2.0,1.2,6.1,i,19.9,i,2.3,/,/,1.1
Cc1ccc(O)c(C2=Nc3ccccc3N=C(c3cccs3)C2)c1,-0.554,-0.303,-0.463,0.389,0.45,1228,6.8%,18.5,679,4.9,2.4,2.5,i,30.5,i,0.4,-1.8,991,1.1
CCOC(=O)Cc1nn(CCc2ccccn2)c(=O)c2ccccc12,-0.154,-0.328,0.0107,0.399,0.52,1215,-3.8%,/,/,4.8,3.6,7.5,i,26.1,i,0.6,-3.0,1028,1.1
COc1ccccc1C(=O)NCC(=O)NNc1ncnc(N)c1[N+](=O)[O-],-0.00525,-0.261,0.00375,0.414,0.81,1526,5.1%,-22.4,553,1.8,1.9,3.9,i,49.9,/,/,-1.4,1080,1.9
COc1ccc(/C=N/NC(=O)c2c(-c3ccccc3)noc2C)cc1,-0.89,-0.308,-0.615,0.707,0.5,1217,-6.1%,-10.5,717,2.7,3.6,3.8,i,39.0,i,0.9,/,/,1
Cc1ccc2c(c1)N(C(=O)CCC(=O)O)CCO2,-0.0727,-0.281,0.895,0.178,1.2,1273,0.0%,/,/,3.4,2.8,7.2,i,39.3,i,0.7,-3.2,598,1.1
O=C(Nc1ccc(Cl)c(Cl)c1)Nc1nnc(CSc2ccccc2)s1,-0.353,-0.269,0.751,0.248,/,/,15.5%,-47.5,540,2.9,1.2,2.7,i,18.7,i,0.3,-0.2,918,1.1
NC(=O)NCC12CC3CC(CC(C3)C1)C2,-0.789,-0.321,-0.139,0.295,/,/,9.6%,/,/,5.3,4.6,8.3,i,50.5,i,1.0,/,/,1
Cc1ccc(-n2c(SCC(=O)N/N=C/c3ccc(C)s3)nnc2-c2ccccc2)cc1,0.719,-0.257,0.451,0.107,-0.19,1322,9.0%,13.7,713,2.6,2.7,4.6,i,39.4,i,1.0,0.1,508,1
Cc1ccc(NC2=NCC(=O)N2Cc2ccc3c(c2)OCO3)cc1,-0.225,-0.29,0.532,0.389,-0.63,1291,-14.4%,/,/,3.0,2.1,7.1,i,45.1,i,0.6,-6.8,971,1.1
Oc1c(Cl)cc(Cl)cc1Sc1cc(Cl)cc(Cl)c1O,3.07,0.188,1.8,-2.1,/,/,-8.5%,-4.6,711,6.8,3.6,3.4,i,55.8,/,/,/,/,1

# Records above printed as active in PMI inhibitors.
molecule | Dynein cargo inh | Dynein cargo inh cytoplasmic EGFP | Dynein cargo inh nuclear GR-EGFP | Dynein cargo inh cell count | PMI inhibitors | MT stabilizer Hoechst-high % | T cell HTS | T cell HTS vesicle-bound % | Myeloid diff 2 GFP+ MAC1+ % | TNAP activators
CCOC(=O)N1CCN(Cc2cc(Cl)c3cccnc3c2O)CC1 | -0.75 | -0.268 | -0.0594 | 1.03 | 54.9%* | 2.2 | i | 24.5 | / | 1.1
